From PubChem BioAssay
PG9 Ab binder: small molecules binding HIV-1 gp120 antibody PG9 | 360,000 compounds, 0.43% hits | AID 624416 | inhibition, % at 6.7 µM | TR-FRET gp120-PG9 antibody binding; in the data active = inhibition above about 8.5%
Tn7 DDE FP: disrupts Tn7 cyclic peptide binding to fibrin D-Dimer-E complex | inhibition, % at 8.3 µM | FP displacement of FITC-Tn7 peptide from fibrin DD(E); 0% = median of compound wells per plate | AID 720508 | 370,000 compounds, 0.13% hits;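 active = inhibition above the mean of compounds falling within the control limits plus 3 SD of them, cut at about 14% in these data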;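 also: 0% = plate median of compound wells and 100% = 10 µM Aha-Tn7 peptide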
Target sequence (P02675 whole entry, looked up): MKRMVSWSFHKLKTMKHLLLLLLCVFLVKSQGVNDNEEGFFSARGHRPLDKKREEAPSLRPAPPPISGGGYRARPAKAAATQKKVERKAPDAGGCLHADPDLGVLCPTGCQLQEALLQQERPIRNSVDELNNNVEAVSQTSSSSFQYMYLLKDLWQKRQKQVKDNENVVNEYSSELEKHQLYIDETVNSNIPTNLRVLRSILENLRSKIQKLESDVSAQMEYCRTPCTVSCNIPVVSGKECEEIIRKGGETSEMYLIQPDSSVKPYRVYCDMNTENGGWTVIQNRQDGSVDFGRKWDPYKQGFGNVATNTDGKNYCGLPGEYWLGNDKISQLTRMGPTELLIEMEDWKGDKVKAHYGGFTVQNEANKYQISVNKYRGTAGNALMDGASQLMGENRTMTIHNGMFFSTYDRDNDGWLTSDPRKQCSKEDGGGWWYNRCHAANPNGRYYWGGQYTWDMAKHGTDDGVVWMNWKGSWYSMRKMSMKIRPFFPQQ
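Test system – human fibrin DD(E) · Times – 10 min preincubation, 3 h with tracer, room temperature · Detection – fluorescence polarization of the labelled Tn7 tracer · Measure – percent inhibition normalized to high-control wells · Benchmarks – high control wells with 10 µM unlabelled Aha-Tn7 peptide (full inhibition) · Repeats – singlicate testing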
LEDGF integ inh: blocks HIV-1 LEDGF/p75-dependent DNA integration; TR-FRET IN-LEDGF/p75 DNA integration, Eu/Cy5; inhibition, % at 3.7 µM; 370,000 compounds, 0.64% hits; AID 743269;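 active = inhibition above the screen-wide mean plus 3 SD, cut at about 13% in these data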;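 also: signal is the Cy5 over europium emission ratio at 671 and 618 nm; 0% = plate median of compound wells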
TCR-CD3 inh: human TCR-CD3 binding inhibition | AID 651800 | 360,000 compounds, 0.37% hits | inhibition, % at 9.4 µM | TAMRA-labeled TCR probe fluorescence, biochemical; in the data active = inhibition above about 19%;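 also: recombinant mutant TCR 2C K166C tagged with TAMRA read by polarization; 0% = receptor in buffer alone and 100% = receptor with positive control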
UHRF1 binding: UHRF1 methyl-DNA binding inhibition. UHRF1 binding to methylated oligo, TR-FRET. 370,000 compounds, 0.75% hits. AID 687016. inhibition, % at 4.4 µM; in the data active = inhibition above about 21%;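 also: UHRF1 SRA domain binding a hemimethylated CpG hairpin DNA probe; 0% = median of test compound wells and 100% = reference inhibitor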
PRMT1 inh: blocks human protein arginine methyltransferase 1; 370,000 compounds, 1.3% hits; recombinant PRMT1, activity-based probe fluorescence polarization; Q99873; inhibition, % at 2.79 µM; AID 652257;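 active = inhibition above about 21% made by adding two undisclosed values, limit read from the data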
SIAE inh: human SIAE inhibition, primary screen | AID 1053197 | 370,000 compounds, 0.69% hits | inhibition, % at 9.66 µM | Q9HAT2 | SIAE FP-Rh probe binding, fluorescence polarization;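 active = inhibition above a cutoff: mean of compounds within the control limits plus 3 SD of those, cut at about 17% in these data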;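 also: 0% = plate median of compound wells and 100% = probe without SIAE protein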
Target sequence (Q9HAT2 whole entry, looked up): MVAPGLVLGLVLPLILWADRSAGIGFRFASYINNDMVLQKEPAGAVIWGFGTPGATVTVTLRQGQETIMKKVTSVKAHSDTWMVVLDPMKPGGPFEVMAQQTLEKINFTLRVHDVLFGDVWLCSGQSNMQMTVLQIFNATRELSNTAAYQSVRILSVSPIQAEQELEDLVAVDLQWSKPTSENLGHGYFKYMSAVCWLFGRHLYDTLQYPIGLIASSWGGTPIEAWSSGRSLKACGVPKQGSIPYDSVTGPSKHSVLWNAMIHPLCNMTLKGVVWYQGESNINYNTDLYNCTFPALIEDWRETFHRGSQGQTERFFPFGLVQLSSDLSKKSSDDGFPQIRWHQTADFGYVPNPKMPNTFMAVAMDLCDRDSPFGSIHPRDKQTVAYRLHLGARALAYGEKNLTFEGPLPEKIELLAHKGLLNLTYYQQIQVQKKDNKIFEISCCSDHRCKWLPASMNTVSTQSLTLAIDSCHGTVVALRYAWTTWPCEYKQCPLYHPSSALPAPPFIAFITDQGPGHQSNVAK
ABHD4 inh: ABHD4 (mouse) inhibition, primary FP screen. Q8VD66. purified mABHD4, FP-Rh probe fluorescence polarization. inhibition, % at 8.92 µM. 370,000 compounds, 0.54% hits. AID 720543;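 active = inhibition exceeding the mean over every tested compound plus 3 SD, cut at about 30% in these data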;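 also: 0% = plate median of compound wells and 100% = S159A mutant with DMSO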
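assay system = mABHD4 protein | compound dosing = single nominal dose of 8.92 µM, 0.89% DMSO final | read-out basis = percent inhibition of probe binding, normalized to plate controls | schedule = Enzyme–compound pre-incubation 45 min, then probe 60 min, both 25 °C | detection = fluorescence polarization, excitation 525 nm, emission 598 nm, BODIPY TMR filters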
HTRA1 inh: blocks human HTRA1 serine peptidase. inhibition, % at 5.96 µM. recombinant HTRA1, FP-rhodamine activity-based probe, fluorescence polarization. 340,000 compounds, 0.5% hits. AID 504803. Q92743; in the data active = inhibition above about 36%;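 also: 0% = enzyme with DMSO and 100% = wells lacking enzyme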
TDP2 inh: TDP2 (human) inhibition, absorbance primary screen. 370,000 compounds, 0.34% hits. recombinant TDP2, T5PNP hydrolysis, p-nitrophenol absorbance 415 nm. O95551. AID 720702. inhibition, % at 12.8 µM;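 active = inhibition above the mean of all tested compounds plus 3 SD, set per campaign, cut at about 25% in these data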;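 also: 0% = DMSO with enzyme and 100% = buffer with substrate but no TDP2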
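System – recombinant human TDP2 · Quantity – TDP2 enzyme at 120 nM final · Doses – single concentration, 12.8 µM nominal, with 1% DMSO · Incubation – 2 h at 37 °C · Measured by – epi absorbance of p-nitrophenol freed from T5PNP by hydrolysis · Read-out – % inhibition relative to enzyme-containing and enzyme-free wells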
Starred values were filed as active, the others as inactive; . = not tested or not shown.

SMILES | PG9 Ab binder | Tn7 DDE FP | LEDGF integ inh | TCR-CD3 inh | UHRF1 binding | PRMT1 inh | SIAE inh | ABHD4 inh | HTRA1 inh | TDP2 inh
CNC(=O)COC(=O)c1ccc(-c2nc3ccccc3s2)s1 | -0.6 | 3.8 | 1.2 | 0.9 | -3.1 | -3.5 | 2.0 | -3.2 | 1.2 | 2.9
CCCCN(CC)CCNc1c(NC2CCN(C(=O)OCC)CC2)c(=O)c1=O | -0.1 | 0.5 | -1.5 | -0.7 | 3.3 | 13.1 | -1.2 | -3.1 | 4.7 | -9.5
COC(=O)c1cccc(NC(=O)CCc2cc(OC)c(OC)c(OC)c2)c1 | -3.1 | 11.5 | 0.6 | 0.3 | 1.0 | 2.7 | -9.3 | -4.2 | 5.0 | 3.1
CC(NC(=O)/C(C#N)=C/c1cn[nH]c1-c1ccccc1)c1ccccc1 (configuration not stated) | 0.8 | -1.7 | 0.5 | 1.9 | 0.6 | -1.6 | -6.6 | -15.6 | -14.4 | -4.0
COc1ccc(NC(=S)N(CCCN2CCOCC2)Cc2ccccn2)cc1 | -2.0 | -0.2 | -1.1 | -9.5 | 0.8 | -1.9 | -0.6 | -1.2 | 0.9 | 13.8
COC(=O)c1ccccc1NC(=O)Cn1nc(C(F)(F)F)c2c1CCC2 | -2.0 | -8.0 | -2.1 | -4.8 | 4.2 | 1.2 | -8.0 | -4.0 | -4.5 | -11.2
c1ccc2c(c1)ncn2-c1cncnc1 | -1.6 | 0.8 | -0.8 | 0.4 | -0.1 | 0.7 | -4.6 | 8.9 | . | -2.0
CCC(=O)N1CCc2cc(S(=O)(=O)NCCC(=O)N3CCN(c4cccc(OC)c4)CC3)ccc21 | -0.9 | -3.7 | 2.7 | 0.5 | -1.7 | 0.1 | 9.9 | 2.2 | 1.9 | 13.5
CC(=NNC(N)=O)C1=C(O)C(C(C)C)NC1=O (configuration not stated) | -0.6 | 1.4 | -2.5 | 6.8 | -0.7 | 1.1 | 1.3 | 7.4 | 1.9 | -3.8
CCOCC(=O)Nc1cccc(-c2nc3cccnc3s2)c1C | 0.0 | 3.6 | -5.5 | -8.9 | 0.3 | 4.0 | -8.6 | -2.7 | -2.8 | 0.8
CCCc1cc(C(=O)NCC(C)C)no1 | -0.9 | 11.1 | 0.7 | 0.3 | -1.4 | -3.0 | 1.0 | -3.4 | 2.0 | 2.1
c1ccc(-c2nc[nH]c2-c2ccccc2)cc1 | -1.4 | 3.8 | 4.4 | 0.2 | 0.9 | -0.5 | -2.8 | 6.9 | 1.5 | -6.4
COCCCNC(CC(=O)Nc1cc(C)cc(C)c1)C(=O)O (configuration not stated) | -0.9 | 2.0 | 3.4 | 6.1 | 1.1 | -0.5 | 5.0 | -5.7 | 3.7 | 2.2
COc1ccc(CCNC(=O)Cc2c(Cl)cccc2Cl)cc1 | -0.2 | -7.5 | 2.8 | 7.3 | 0.7 | -2.4 | -0.6 | -1.8 | -3.6 | 3.4
CCN(CC(=O)Nc1c(F)cccc1F)C(=O)CSc1nc2ccccc2o1 | 0.2 | 3.1 | -0.2 | 1.1 | 0.7 | -0.6 | -2.1 | 0.5 | -0.7 | 3.9
Cc1ccc(C(c2nnnn2Cc2ccccc2)N2CCN(Cc3ccccc3)CC2)cc1 (configuration not stated) | -0.2 | -5.7 | 3.5 | 1.0 | 0.1 | -0.5 | 2.9 | 1.5 | -25.8 | -6.2
COc1ccc(C(=O)N/C(=C\c2ccccc2)C(=O)Nc2cccc(C(=O)O)c2)cc1 | -2.8 | -0.8 | 0.8 | 0.9 | -1.0 | -0.4 | -9.0 | 1.8 | -3.0 | -7.0
CCOc1ccccc1NC(=O)c1ccccc1N(C)S(C)(=O)=O | 0.5 | 11.3 | 0.5 | 4.5 | 0.6 | 1.5 | 3.6 | 8.6 | 15.5 | -5.6
Cc1ccc(S(=O)(=O)NN=Cc2ccccc2Cl)cc1 | -0.8 | 3.2 | -1.1 | 1.8 | -3.0 | 3.6 | -5.6 | 1.8 | -3.8 | -6.7
Cc1cc(NC(=O)c2noc3c2CCc2ccccc2-3)no1 | -0.5 | 1.8 | 4.7 | 4.0 | 2.2 | -1.8 | 1.1 | 2.8 | -5.8 | -3.0
COC(=O)c1ccsc1NC(=O)c1ccc2c(c1)OCCO2 | -0.3 | -1.5 | 1.2 | -1.5 | 0.0 | 2.7 | -6.0 | 2.1 | -8.5 | 6.0
Cc1ccccc1C(=O)NNC(=O)c1ccc(Br)cc1 | -0.7 | -3.0 | -0.9 | 6.5 | 1.3 | 3.0 | -1.7 | 4.7 | 1.0 | -5.7
Cn1c(=O)c2c(nc(Sc3ncccn3)n2Cc2ccc(Cl)cc2)n(C)c1=O | -0.1 | 1.2 | -2.4 | 4.7 | 0.1 | -2.5 | 4.2 | -2.2 | 1.4 | -0.6
COc1ccccc1C(=O)NC(=O)COc1ccc(Cl)cc1Cl | -0.2 | 1.6 | -3.5 | 3.5 | -0.6 | -0.8 | 1.0 | 1.9 | -8.5 | -6.7
OC[C@@H]1CN(Cc2ccncc2)C[C@H](n2cnc3c(NCc4ccncc4)ncnc32)O1 | -1.9 | -5.3 | -4.5 | -2.0 | 0.0 | -2.2 | 5.2 | 4.2 | . | -6.9
COc1ccc(NC(=O)c2cc(-c3cc(F)ccc3OC)n[nH]2)cn1 | -0.7 | -3.5 | 6.3 | 5.8 | -0.7 | -4.4 | 9.7 | -27.9 | . | -12.3
O=C(CCn1nnc2ccccc21)N/N=C\Cc1ccccc1 | -0.7 | -0.2 | 1.9 | -0.1 | -1.5 | -2.0 | -0.1 | -0.1 | -3.2 | 0.9
CCc1cccc(C)c1NS(=O)(=O)c1c(C)nc2sccn2c1=O | -0.8 | 3.9 | -2.6 | -5.0 | -1.6 | -2.3 | 8.5 | -2.3 | -7.8 | -0.2
Cc1ccc(N=Nc2c(N)n(-c3ccccc3)[nH]c2=O)cc1 | -5.4 | 5.5 | 1.7 | 4.2 | -5.2 | 0.8 | 4.0 | 15.4 | 6.0 | -4.9
CCOc1cc(C=NNC(=O)CCCC(=O)NN=Cc2ccc(O)c(OCC)c2)ccc1O | -1.6 | 8.5 | 0.1 | -0.1 | -4.8 | -3.9 | 6.7 | -2.8 | 4.8 | 1.6

Another view of part of the listing above.
Value order: PG9 Ab binder, Tn7 DDE FP, LEDGF integ inh, TCR-CD3 inh, UHRF1 binding, PRMT1 inh, SIAE inh, ABHD4 inh, HTRA1 inh, TDP2 inh
O=C(CCn1nnc2ccccc21)N/N=C\Cc1ccccc1
→ -0.7, -0.2, 1.9, -0.1, -1.5, -2.0, -0.1, -0.1, -3.2, 0.9
COc1ccc(NC(=S)N(CCCN2CCOCC2)Cc2ccccn2)cc1
→ -2.0, -0.2, -1.1, -9.5, 0.8, -1.9, -0.6, -1.2, 0.9, 13.8
COc1ccccc1C(=O)NC(=O)COc1ccc(Cl)cc1Cl
→ -0.2, 1.6, -3.5, 3.5, -0.6, -0.8, 1.0, 1.9, -8.5, -6.7

(list continues)
SMILES | PG9 Ab binder | Tn7 DDE FP | LEDGF integ inh | TCR-CD3 inh | UHRF1 binding | PRMT1 inh | SIAE inh | ABHD4 inh | HTRA1 inh | TDP2 inh
O=C(Nc1ccccc1N1CCN(c2ccc(F)cc2)CC1)C12CC3CC(CC(C3)C1)C2 | -0.3 | 0.1 | 1.0 | 2.8 | -1.4 | 0.1 | 1.4 | -6.8 | -3.3 | 6.6
COc1ccccc1Cc1c(-c2ccc(OC)c(OC)c2)nc2ccc(Cl)cn12 | -0.1 | -4.2 | 5.0 | 0.9 | 8.8 | 0.4 | 0.8 | 6.1 | . | -3.8
CN(C(=O)c1sc2nc(N3CCOCC3)c3c(c2c1N)CCCC3)c1ccccc1 | 2.0 | -8.4 | 4.7 | -2.5 | -0.3 | 26.5* | 1.0 | 11.1 | -7.2 | -15.7
CC(=O)c1cccc(NC(=O)C(NC(C)C)c2ccccc2)c1 (configuration not stated) | 0.2 | -4.0 | -4.1 | 2.2 | 1.9 | 1.2 | -7.6 | -1.2 | -19.8 | -4.2
COc1cccc(C(=O)NC2CCNCC2)c1 | 0.9 | 3.2 | -2.1 | -9.6 | 2.0 | 4.2 | -4.1 | -2.2 | 2.0 | -3.7
CCNS(=O)(=O)c1ccc(CCC(=O)Nc2ccc(C(=O)OC)cc2)cc1 | -1.8 | -7.6 | -1.2 | 0.9 | -1.2 | -1.0 | 7.3 | -0.5 | -1.0 | -4.9
CCC(C)N(C(=O)CSc1ncnc2sccc12)C1CCS(=O)(=O)C1 (configuration not stated) | -0.7 | 11.7 | -7.0 | -7.4 | -1.1 | 2.8 | -2.1 | 0.1 | 0.8 | 2.0
COC(=O)c1cc2ccsc2n1CC(=O)Nc1cc(Cl)ccc1OC | -0.3 | -1.0 | 1.8 | 5.2 | -0.3 | -1.4 | -0.8 | 0.5 | -22.9 | 3.0
O=S(=O)(NC(=NCc1ccccc1)c1ccc(F)cc1)c1ccc(Cl)cc1 | -0.7 | 6.4 | -6.4 | -8.6 | 3.6 | 7.3 | -4.7 | -3.0 | -9.5 | -6.3
CCOC(=O)Cn1c(=O)c2c(nc3n2CCS3)n(C)c1=O | -2.2 | -5.0 | 0.8 | 4.9 | -2.3 | -0.8 | 3.7 | 4.3 | -1.6 | -6.6
CCOC(=O)N1CCN(CCC(=O)Nc2ccc(OC(F)(F)F)cc2)CC1 | -0.7 | -3.5 | 1.7 | 7.9 | 0.3 | -0.8 | 1.8 | 1.0 | -1.9 | -5.7
O=C(Nc1cccc(-c2nc3cccnc3s2)c1)C1c2ccccc2Oc2ccccc21 | 4.3 | 5.1 | -1.6 | 3.2 | -1.8 | 1.8 | -4.2 | -0.5 | -12.1 | -4.7
Cc1ccc(C(=O)N2CCN(C(=O)CN3CCOCC3)C2)cc1 | -1.2 | -4.5 | 1.4 | 0.9 | 16.7 | -1.1 | 1.7 | 2.5 | 8.2 | 1.7
C[C@H]1CN([C@@H](C)CO)C(=O)CCCn2nncc2CO[C@H]1CN(C)C(=O)Nc1ccc2c(c1)OCO2 | -1.2 | 7.0 | -1.5 | -0.1 | -2.2 | 1.5 | 1.1 | 0.6 | 0.0 | 1.2
CN(C)C=NC(=O)c1cc(C(=O)c2ccc(Cl)cc2Cl)c[nH]1 | -1.5 | 5.2 | -4.9 | 0.4 | 0.2 | -4.4 | 13.7 | -6.4 | . | 6.4
COc1cc(-c2cnc3c(NC=O)cc(-c4ccc(C)cc4)cn23)cc(OC)c1OC | -0.8 | 9.2 | 2.9 | -11.0 | 1.6 | 9.9 | 4.9 | -8.7 | . | -5.0
CCN(CC(=O)Nc1ccc(S(=O)(=O)N2CCOCC2)cc1)Cc1ccccc1 | -1.1 | 3.8 | 5.5 | 2.5 | -0.3 | -2.5 | -5.7 | -1.7 | -6.0 | 2.3
O=C(O)Cc1ccc(C(=O)c2ccccc2F)s1 | -0.1 | -2.2 | -4.3 | 3.2 | -2.5 | 3.2 | 1.2 | 1.1 | 0.9 | 13.5
